Screening data from PubChem BioAssay.
TLR9-MyD88 block = blocks human TLR9 binding to MyD88. Q9NR96+Q99836. CHO BLA complementation TLR9-MyD88, CCF4 FRET ratio. inhibition, % at 4.98 µM. actives 0.21% (n = 340,000);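 active = inhibition above the mean over all tested compounds plus 3 SD, cut at about 21% in these data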;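 also: 0% = DMSO only wells and 100% = clavulanate BLA inhibitor control wells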
Target sequence (Q99836 whole entry, looked up): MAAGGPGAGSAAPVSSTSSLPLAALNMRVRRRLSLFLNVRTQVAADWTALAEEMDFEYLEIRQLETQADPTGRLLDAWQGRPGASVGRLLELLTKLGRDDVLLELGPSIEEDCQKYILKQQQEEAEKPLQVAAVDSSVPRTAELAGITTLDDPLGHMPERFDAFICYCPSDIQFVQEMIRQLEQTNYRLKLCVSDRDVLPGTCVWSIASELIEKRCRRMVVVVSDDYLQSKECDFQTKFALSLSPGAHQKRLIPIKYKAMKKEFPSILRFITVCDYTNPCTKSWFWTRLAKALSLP
Target sequence (Q9NR96 whole entry, looked up): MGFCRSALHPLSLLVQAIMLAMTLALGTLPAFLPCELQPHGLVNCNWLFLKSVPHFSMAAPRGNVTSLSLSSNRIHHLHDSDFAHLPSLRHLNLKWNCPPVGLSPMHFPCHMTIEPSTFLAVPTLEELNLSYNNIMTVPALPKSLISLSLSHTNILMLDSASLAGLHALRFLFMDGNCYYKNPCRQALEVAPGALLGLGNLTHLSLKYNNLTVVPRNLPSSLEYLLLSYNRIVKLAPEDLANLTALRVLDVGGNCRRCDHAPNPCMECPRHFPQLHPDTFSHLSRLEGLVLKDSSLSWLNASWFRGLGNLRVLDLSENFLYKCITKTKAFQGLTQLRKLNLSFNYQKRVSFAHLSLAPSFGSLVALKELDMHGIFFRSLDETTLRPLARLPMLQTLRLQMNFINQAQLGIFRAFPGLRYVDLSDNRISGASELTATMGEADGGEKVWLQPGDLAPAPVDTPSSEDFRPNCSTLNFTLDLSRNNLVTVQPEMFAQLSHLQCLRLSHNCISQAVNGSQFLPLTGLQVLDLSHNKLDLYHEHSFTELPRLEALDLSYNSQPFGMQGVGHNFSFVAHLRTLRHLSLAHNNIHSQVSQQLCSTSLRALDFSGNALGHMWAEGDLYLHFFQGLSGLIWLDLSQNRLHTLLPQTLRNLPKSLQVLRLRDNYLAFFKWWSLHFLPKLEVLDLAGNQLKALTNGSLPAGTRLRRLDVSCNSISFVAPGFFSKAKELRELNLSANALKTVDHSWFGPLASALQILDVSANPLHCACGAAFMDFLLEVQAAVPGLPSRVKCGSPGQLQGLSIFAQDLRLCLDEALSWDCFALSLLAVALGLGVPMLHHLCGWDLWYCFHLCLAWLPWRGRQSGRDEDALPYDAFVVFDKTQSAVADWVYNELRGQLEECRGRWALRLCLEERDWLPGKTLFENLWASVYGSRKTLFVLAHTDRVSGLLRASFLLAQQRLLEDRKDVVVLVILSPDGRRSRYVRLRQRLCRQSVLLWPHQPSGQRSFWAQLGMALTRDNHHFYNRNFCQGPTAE
NCOA1 inh = inhibitors of human steroid receptor coactivator 1 (SRC1). Q15788. HEK293 GAL4-SRC1 luciferase reporter, luminescence. inhibition, % at 3.6 µM. actives 0.12% (n = 360,000);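 active = inhibition above the campaign mean plus 3 SD, with each screening campaign given its own cutoff, cut at about 60% in these data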;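 also: 0% = DMSO treated cells and 100% = gossypol at 36 µM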
LRH-1 inv ag = inverse agonists of human LRH-1 (NR5A2); HEK293T StAR-luciferase reporter, LRH-1 transfected, 24 h; actives 0.13% (n = 360,000); inhibition, % at 3.6 µM;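 active = inhibition above the mean inhibition of all tested compounds plus 3 SD, cut at about 73% in these data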;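 also: 0% = DMSO wells and 100% = reporter-only cells lacking LRH-1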
EBV LMP1 NFkB = inhibitors of Epstein-Barr LMP1-induced NF-kappaB reporter | LMP1-induced NF-kappaB luciferase reporter cells, luminescence | inhibition, % at 12.5 µM | actives 0.69% (n = 350,000); in the data active = inhibition above about 41%;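 also: 0% = neutral control wells and 100% = reference inhibitor control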
TROY NFkB inh = inhibitors of TROY-dependent NF-kB signaling | inhibition, % at 10 µM | Q293 LMP1-TROYcd NF-kB luciferase reporter, 4 h | actives 0.98% (n = 360,000) | AID 1347056;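 active = compounds whose plate-normalised and pattern-corrected inhibition of the luciferase reporter signal at the single screening dose is 50% or more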
NOD2 RIPK2 PPI = inhibitors of human NOD2-RIPK2 interaction; O43353; CHO BLA complementation NOD2-RIPK2, CCF4 ratio; inhibition, % at 4.98 µM; actives 0.38% (n = 360,000); AID 624267; in the data active = inhibition above about 21%;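 also: 0% = vehicle only and 100% = reference blocker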
NCOA3 inh = inhibits human SRC3 coactivator; Q9Y6Q9; HEK293 GAL4-SRC3 luciferase reporter, luminescence; inhibition, % at 3.6 µM; actives 0.17% (n = 360,000);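 active = inhibition above a per-campaign cutoff, the mean of all compounds plus 3 SD, cut at about 60% in these data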;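 also: 0% = DMSO-treated cells and 100% = gossypol-treated cells at 36 µM; higher means less SRC3-driven luciferase light from the GAL4 reporter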
C8 TRAIL sens = sensitizes caspase-8 expressing cells to TRAIL; NB7+C8 cells + TRAIL, ATPlite viability luminescence; inhibition (viability loss, TRAIL sensitization), % at 10 µM; actives 1% (n = 360,000);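 active = compounds causing at least 50% loss of cell viability in the single-dose screen, relative to plate controls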
TWEAK-Fn14 inh = TWEAK-Fn14 signaling inhibition; TWEAK-stimulated Fn14 reporter cells, luciferase luminescence, 8 h; inhibition, % at 10 µM; actives 2% (n = 360,000); in the data active = inhibition above about 50%
SRC2 inh = human SRC2 (NCOA2) inhibition; Q15596; HEK293 GAL4-SRC2 luciferase reporter, luminescence; inhibition, % at 9 µM; actives 0.17% (n = 370,000); AID 651957;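 active = inhibition above the mean inhibition of all tested compounds plus 3 SD, set per campaign, cut at about 52% in these data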;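 also: 0% = DMSO treated cells and 100% = cells given Gossypol at 36 µM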
NR2F2 inh = inhibitors of human COUP-TFII (NR2F2). inhibition, % at 8.6 µM. HEK293T NGFI-A luciferase reporter, luminescence. P24468. actives 0.7% (n = 370,000). AID 686940;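 active = inhibition above a per-plate cutoff, mean inhibition of test wells between control levels plus 3 SD, cut at about 38% in these data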;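 also: cells cotransfected with COUP-TFII expression vector driving the NGFI-A reporter; 0% = median of COUP-TF2 test wells and 100% = reporter-only cells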
The depositor's hits bear a star; . = no result given. This is a subset (hit frequency here may not be typical).

Values run as follows: TLR9-MyD88 block	NCOA1 inh	LRH-1 inv ag	EBV LMP1 NFkB	TROY NFkB inh	NOD2 RIPK2 PPI	NCOA3 inh	C8 TRAIL sens	TWEAK-Fn14 inh	SRC2 inh	NR2F2 inh
- C=CCNc1nc(Nc2ccc(OC)c(OC)c2)c2sc(-c3ccccc3)cc2n1
    .	-13	-27	.	8	-5	-15	17	31	-54	-10
- NCC(=O)N1CCC(C(=O)N[C@@H](Cc2c[nH]c3ccccc23)C(=O)O)CC1
    1	3	-6	2	0	14	10	20	12	6	-8
- O=C(CNC(=O)Cc1cccc2ccccc12)NCc1ccc(F)cc1
    2	-5	13	1	-14	10	-1	5	10	-17	13
- O=C(COC(=O)/C=C/c1cccc(Cl)c1)NC1CCCC1
    0	8	8	-7	-2	-2	7	2	-2	-10	-11
- Cc1ccn2c(=O)c(NC(=O)COc3ccccc3)c(C)nc2c1
    -18	16	18	-6	-36	-3	-8	-10	-5	-13	-11
- CCCCNc1cc(=O)n(C)c(=O)n1C
    12	-23	14	7	12	-10	2	0	-1	-1	2
- CC(=O)NC1=C(C#N)C(c2ccccc2)c2c(ccc3ccccc23)O1 (stereo unspecified)
    -10	-2	1	-4	1	12	1	11	13	15	-5
- COC(=O)c1ccc(/C=C2/SC(=S)N(CCC(=O)N3CCOCC3)C2=O)cc1
    1	4	-5	9	-3	-11	-4	-6	12	10	-14
- Cc1ccc(C2CC(c3cccs3)=NN2C(=O)CSc2nc(=O)n3ccc(C)cc3n2)cc1 (stereo unspecified)
    1	0	1	-1	-37	5	-3	1	-19	0	-16
- Cc1ccc(O)c(NC(=O)c2cc(-c3ccccc3Cl)on2)c1
    -2	-101	-29	-29	-33	9	-103	16	-48	-45	-25
- Cc1nn(-c2ccccc2)c(C)c1NC(=O)COC(=O)[C@@H](NC(=O)c1ccccc1)C(C)C
    -7	-7	3	2	13	-9	4	18	9	-38	-8
- CCOC(=O)c1c(C)n(CC(O)CN(C)C)c2cc(Br)c(OC)cc12 (stereo unspecified)
    6	-9	3	-7	-7	2	9	-14	-18	-42	-14
- Cc1ccc(C(=O)NC(=S)NCC2CCCO2)cc1 (stereo unspecified)
    0	-85	-97	-40	-16	13	-89	1	-25	-67	-48
- O=C(C(=O)N1CCN(C(=O)OCc2ccccc2)CC1)c1cccnc1
    .	.	-14	.	.	4	.	-7	.	-12	9
- Cc1c(C(=O)Nc2ccc(S(=O)(=O)Nc3ncccn3)cc2)oc2ccc(F)cc12
    1	-10	-1	.	-29	-2	12	-5	16	12	-19
- O=C(N/N=C(\c1ccccc1)c1cccnc1)c1ccc(O)cc1
    -8	-2	20	-8	-11	-20	24	-1	-7	11	14
- CCOc1c(CNCCCSc2nc(C)cc(C)n2)cccc1OC
    -2	10	-8	0	-12	-10	10	0	-8	-13	13
- NS(=O)(=O)c1ccc(NC(=O)COC(=O)CC2Sc3ccccc3NC2=O)cc1 (stereo unspecified)
    8	-10	14	0	12	5	-3	-8	13	-21	1
- O=C(COC(=O)C1CCN(S(=O)(=O)c2ccccc2C(F)(F)F)CC1)NCc1ccc(F)cc1
    1	11	3	3	-1	-8	2	4	-4	21	-6
- Cc1ccc(S(=O)(=O)N2CCC(C(=O)NCCCN3CCCC3=O)CC2)cc1C
    6	-14	14	-2	-38	-18	19	21	-5	-11	17
- CCOC(=O)CSc1ncccn1
    2	1	6	-5	9	-11	5	2	-1	-11	-19
- Cc1ccc(S(=O)(=O)NC(=O)COc2ccccc2C(N)=O)cc1
    -3	0	-1	1	10	-6	-15	10	18	10	-4
- CC1CCN(c2ccc([N+](=O)[O-])c(SCCO)c2)CC1
    .	13	5	-10	11	-10	27	0	9	1	2
- O=C(Nc1ccc(F)cc1)C1CCCO1 (stereo unspecified)
    4	14	-22	14	10	12	1	4	2	-1	-12
- COc1ccc(CCN(C)C2CCCN(C(=O)Cn3cnnn3)C2)cc1OC (stereo unspecified)
    7	-8	-3	3	-9	2	-10	7	-11	4	5
- CCCn1c2ccc(C)cc2c2nnc(SCCN3CCOCC3)nc21
    -4	-48	-2	-7	-13	3	-34	-8	6	18	5
- CCCc1c(C)c2cc(C)ccc2[nH]c1=O
    -8	0	-10	6	-10	2	16	19	30	-21	-13
- O=c1c2sccc2n(Cc2cccc(F)c2)c(=O)n1-c1ccc(F)cc1
    2	9	-10	5	-11	-3	12	2	14	-4	7
- COc1ccc(C(N)c2csc(NC(=O)Nc3cccc(C(F)(F)F)c3)n2)cc1 (stereo unspecified)
    .	-3	-9	.	8	0	-26	25	9	22	-21
- O=C(N=C1SC2CS(=O)(=O)CC2N1c1ccc(Cl)cc1Cl)C1CCCO1 (stereo unspecified)
    7	11	9	-2	-4	-1	15	-8	12	-2	-6

Looked up above.
In TROY NFkB inh, NS(=O)(=O)c1ccc(NC(=O)COC(=O)CC2Sc3ccccc3NC2=O)cc1 (stereo unspecified) shows 12
In TLR9-MyD88 block, CCCn1c2ccc(C)cc2c2nnc(SCCN3CCOCC3)nc21 shows -4

Next part:
Values run as follows: TLR9-MyD88 block	NCOA1 inh	LRH-1 inv ag	EBV LMP1 NFkB	TROY NFkB inh	NOD2 RIPK2 PPI	NCOA3 inh	C8 TRAIL sens	TWEAK-Fn14 inh	SRC2 inh	NR2F2 inh
- Cc1ccc(-c2ccc([C@H]3[C@H]4C=CC[C@@H](C)[C@@H]4C(=O)N3Cc3ccccc3)c(F)c2)cc1
    -59	-2	-20	4	12	-11	6	4	-3	12	6
- C=CCC[C@H](Cc1ccc(F)cc1)C(=O)OC[C@H](Cc1c[nH]c2ccccc12)NC(=O)[C@@H](CC=C)CC(=O)NCCO
    2	5	16	-17	13	-9	-10	1	16	9	14
- CC(C)Oc1ccc(/C(O)=C2/C(=O)C(=O)N(CCN3CCOCC3)C2c2ccccc2)cc1 (stereo unspecified)
    9	-8	-4	0	23	0	20	7	6	-15	7
- COCC(C)N1CCC(n2nccc2NC(=O)c2ccccc2Cl)CC1 (stereo unspecified)
    5	4	-17	-4	16	-3	10	-12	10	9	-1
- CCn1c(N2CCN(C(=S)Nc3ccc(OC)cc3)CC2)nc2ccccc21
    6	-19	4	5	-10	-7	-9	1	15	-6	4
- O=C1NN(c2cccc(Br)c2)C(=O)/C1=C/c1ccc(-c2cc([N+](=O)[O-])ccc2O)o1
    -3	-16	-5	6	9	-3	12	-1	11	.	.
- Cc1cc2cc(CCNC(=O)c3cccc([N+](=O)[O-])c3)c(=O)[nH]c2cc1C
    -3	-3	-1	8	-6	-6	23	15	20	12	1
- Cc1ccc2nc(SCc3nnc(-c4ccccc4[N+](=O)[O-])o3)c(C#N)cc2c1
    -4	3	-13	-12	3	12	-5	-4	0	-10	-15
- COc1ccccc1/C=C/C=N/n1c(-c2ccc(Cl)cc2)n[nH]c1=S
    .	-11	0	.	-7	-12	-5	1	-6	-22	5
- CC(=O)Nc1cccc(-n2nnc(SCC(=O)Nc3ccccc3)n2)c1
    6	-7	5	0	6	5	2	7	-1	-18	-14
- COc1ccc(C)cc1/C=C/C(=O)N1CCN(S(=O)(=O)c2cccs2)CC1
    0	9	-6	7	11	-12	12	8	-2	-9	-5
- CC(=O)Nc1ccc(S(=O)(=O)Nc2nc3n(n2)C(c2ccccc2)CC(=O)N3)cc1 (stereo unspecified)
    -2	5	-12	-2	-15	-2	4	-5	-2	-25	-6
- Cc1ccccc1-c1ccc(/C=C2/SC(N3CCOCC3)=NC2=O)o1
    -5	-21	10	-5	-16	6	1	-8	-48	-12	-8
- CC(C)CCC(O)(CCC(C)C)C(=O)NNc1ccccc1
    -16	12	16	-4	-19	-1	2	7	-33	21	9
- C=C1CCN([C@@H](Cc2ccccc2)C(=O)Nc2ccc(OC)cc2)S(=O)(=O)c2ccccc21
    0	-9	4	-4	1	2	10	-22	3	-4	2
- CCN1CCN(C(=O)Nc2ccc(Cc3ccc(NC(=O)N4CCN(CC)CC4)cc3)cc2)CC1
    8	4	9	-10	-11	5	3	0	-5	18	9
- COc1ccc(C(=O)N/C(=C\c2cn(C)c3ccccc23)C(=O)N2CCOCC2)cc1
    -13	11	-24	7	-5	6	-7	-14	-12	8	13
- COCCN1C(=O)CC(NNC(=O)c2ccc(S(=O)(=O)N3CCCC3)cc2)C1=O (stereo unspecified)
    -19	-21	-9	-5	2	-13	6	-9	9	15	3
- CCOc1ccc(CC(=O)NCc2ccc3c(c2)cc(C)n3C)cc1
    4	2	-6	5	4	5	0	5	11	-28	11
- O=C(CNC(=O)c1sc2ccccc2c1Cl)NC1CC1
    -4	-48	-39	-1	-23	0	-42	-3	1	-72	-18
- COc1ccc(/C=N/NC(=O)c2ccc(N(C)S(=O)(=O)c3ccccc3)cc2)cc1
    2	12	8	-15	-4	0	25	-4	51*	5	0
- COc1ccccc1NC(=O)COC(=O)C1C2CC3OC(=O)C1C3C2 (stereo unspecified)
    7	-20	14	-4	-9	-10	-10	3	6	-10	-9
- Cn1c(=O)n(CC(=O)Nc2cccnc2)c2ccccc21
    -7	4	-1	1	18	-2	-22	-4	-5	11	0
- CC(=O)NC(Cc1ccccc1)C(=O)OCC(=O)c1ccccc1 (stereo unspecified)
    6	-6	-17	-9	11	-19	13	-7	2	-24	-14
- CC(=O)Oc1cccc(C(=O)Nc2ccccc2NC(=O)c2cccc(OC(C)=O)c2)c1
    -14	6	1	0	13	4	0	-21	-1	12	2
- COc1ccc(CCN(C)C(=O)c2ccc(C)c(S(=O)(=O)N3CCCCC3)c2)cc1OC
    2	-13	0	5	6	-5	6	-17	-1	24	17
- CCOC(=O)C1CCC(=O)N1Cc1c[nH]c2ccccc12 (stereo unspecified)
    .	-4	13	.	10	-4	7	-7	-6	7	-4
- CN1CCNC(=O)C1CC(=O)N1CC=C(c2ccc(F)cc2)CC1 (stereo unspecified)
    6	-7	25	-6	-33	-8	-20	1	-4	-13	-22
- OCCN1CCN(CC(O)COc2ccc3c(c2)OCO3)CC1 (stereo unspecified)
    -3	4	-12	4	13	-2	-10	1	-43	-12	5
- CCCCn1c(SCC(=O)c2ccc3c(c2)NC(=O)CO3)nc2cc(S(N)(=O)=O)ccc21
    5	-3	3	2	-9	-9	15	5	-37	-7	14

Part of the list above with just EBV LMP1 NFkB, TROY NFkB inh and SRC2 inh:
structure	EBV LMP1 NFkB	TROY NFkB inh	SRC2 inh
COc1ccc(C)cc1/C=C/C(=O)N1CCN(S(=O)(=O)c2cccs2)CC1	7	11	-9
O=C(CNC(=O)c1sc2ccccc2c1Cl)NC1CC1	-1	-23	-72

Continued:
Values run as follows: TLR9-MyD88 block	NCOA1 inh	LRH-1 inv ag	EBV LMP1 NFkB	TROY NFkB inh	NOD2 RIPK2 PPI	NCOA3 inh	C8 TRAIL sens	TWEAK-Fn14 inh	SRC2 inh	NR2F2 inh
- Nn1c(Cc2ccccc2F)nnc1SCCOc1ccc(Cl)cc1
    0	-18	11	4	12	8	19	-1	-17	-17	-19
- COc1ccc(Br)cc1CN1CCN(c2ncccn2)CC1
    3	7	-7	-3	-4	-3	4	14	7	-14	-10
- Cc1ccsc1/C=N/NC(=O)c1cc(-c2ccncc2)nc2ccccc12
    -8	-14	22	0	10	8	6	-2	28	8	-33
- CSC[C@H]1CN(c2ccccc2)C(=O)[C@@H]1CC(=O)Nc1ccccc1
    -1	-51	0	2	-9	2	7	5	-12	-12	0
- O=C(CCn1nnc(-c2cccs2)n1)N1CCc2ccccc2C1
    4	-11	-8	-16	0	-3	-7	2	-17	-26	-6
